PAFAH1B3 FP inh: blocks human PAF acetylhydrolase 1B catalytic subunit 3. AID 492972. inhibition, % at 3.39 µM. 340,000 tested, 0.28% active. recombinant PAFAH1B3, FP-rhodamine probe, fluorescence polarization. Q15102;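 active = inhibition above the screen-wide average of all tested compounds plus 3 SD, cut at about 25% in these data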;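 note: 0% = enzyme with DMSO only and 100% = wells lacking PAFAH1B3 protein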
Target sequence (Q15102 whole entry, looked up): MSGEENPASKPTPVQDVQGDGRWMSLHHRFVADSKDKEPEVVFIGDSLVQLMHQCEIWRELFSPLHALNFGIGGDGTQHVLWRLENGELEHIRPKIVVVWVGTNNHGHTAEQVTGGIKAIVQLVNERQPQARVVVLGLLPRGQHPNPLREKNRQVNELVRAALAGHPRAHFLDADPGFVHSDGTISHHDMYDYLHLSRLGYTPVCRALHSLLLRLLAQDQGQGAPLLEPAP
PAFAH1B2 inh: blocks human PAF acetylhydrolase 1b catalytic subunit 2; P68402; inhibition, % at 3.39 µM; recombinant PAFAH1B2, FP-rhodamine activity probe, fluorescence polarization; 340,000 tested, 1.2% active; AID 492953;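 active = inhibition above the mean of all tested compounds plus 3 SD, cut at about 24% in these data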;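 note: 0% = enzyme with DMSO and 100% = wells lacking PAFAH1B2; many of its hits are not listed in these tables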
Target sequence (P68402 whole entry, looked up): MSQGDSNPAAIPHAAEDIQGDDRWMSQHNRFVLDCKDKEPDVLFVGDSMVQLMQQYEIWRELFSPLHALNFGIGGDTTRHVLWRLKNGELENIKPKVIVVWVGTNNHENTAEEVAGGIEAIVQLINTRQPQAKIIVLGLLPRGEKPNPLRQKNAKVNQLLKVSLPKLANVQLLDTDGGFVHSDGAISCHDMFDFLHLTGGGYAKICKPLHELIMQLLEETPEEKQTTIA
PAD4 inh: PAD4 (human) enzyme inhibition; recombinant PAD4, RCA probe fluorescence polarization; inhibition, % at 6.36 µM; 330,000 tested, 0.41% active; AID 485272;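 active = percent inhibition above a cutoff equal to the mean of all tested compounds plus 3 SD, cut at about 15% in these data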;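 note: 0% = PAD4 with RCA probe and DMSO and 100% = probe without PAD4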
LYPLA2 inh: blocks human lysophospholipase 2, a PME1 counter-screen; inhibition, % at 5.9 µM; AID 2177; 320,000 tested, 0.38% active; O95372; recombinant LYPLA2, FP-Rh probe fluorescence polarization;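 active = inhibition above the screen-wide mean plus 3 SD, limit set per campaign, cut at about 26% in these data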;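 note: 0% = LYPLA2 with DMSO and 100% = wells lacking LYPLA2 enzyme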
GSTO1 inh: GSTO1 inhibition, counter-screen for RBBP9 inhibitors; P78417; recombinant GSTO1, activity-based probe fluorescence polarization; inhibition, % at 5.96 µM; 300,000 tested, 1.1% active; AID 1974;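 active = inhibition above the campaign mean inhibition plus 3 SD, cut at about 35% in these data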;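 note: 0% = GSTO1-1 with DMSO and 100% = wells lacking GSTO1-1 enzyme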
Target sequence (P78417 whole entry, looked up): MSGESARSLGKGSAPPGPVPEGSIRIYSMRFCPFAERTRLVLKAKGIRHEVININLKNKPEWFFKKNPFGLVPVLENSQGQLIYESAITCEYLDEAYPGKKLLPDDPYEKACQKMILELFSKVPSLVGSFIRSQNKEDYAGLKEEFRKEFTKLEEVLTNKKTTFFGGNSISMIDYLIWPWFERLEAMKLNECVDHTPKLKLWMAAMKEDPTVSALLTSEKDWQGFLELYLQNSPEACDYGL
PREPL inhibitor: inhibitors of human prolyl oligopeptidase-like enzyme PREPL | Q4J6C6 | recombinant PREPL, fluorescence polarization activity-based probe | inhibition, % at 5.96 µM | 320,000 tested, 0.68% active; in the data active = inhibition above about 43%;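 note: 0% = enzyme with DMSO and 100% = wells lacking enzyme; many of its hits are not listed in these tables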
PME-1 inh: PME-1 (human) inhibition | inhibition, % at 5.9 µM | AID 2130 | recombinant PME-1, FP-Rh probe fluorescence polarization | Q9Y570 | 320,000 tested, 0.53% active;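 active = inhibition above the campaign mean of all compounds plus 3 SD, cut at about 26% in these data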;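 note: competitive labeling of PME-1 active site by serine hydrolase directed probe; 0% = PME-1 with DMSO and 100% = wells lacking PME-1 enzyme; inhibitors block probe labeling so polarization falls and inhibition rises; many of its hits are not listed in these tables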
pPAFAH inh: inhibitors of human plasma PAF acetylhydrolase (pPAFAH). Q13093. recombinant pPAFAH, FP-rhodamine probe fluorescence polarization. inhibition, % at 3.39 µM. 330,000 tested, 1.5% active;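 active = inhibition above the mean inhibition across the screen plus 3 SD, cut at about 25% in these data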;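 note: inhibitors block binding of the rhodamine activity-based probe so polarization drops; 0% = enzyme with DMSO and 100% = wells lacking pPAFAH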
LYPLA1 counter: counter-screen for PME1 inhibitors: inhibitors of human LYPLA1; O75608; recombinant LYPLA1, FP-Rh probe fluorescence polarization; inhibition, % at 5.9 µM; 320,000 tested, 0.16% active; AID 2174;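 active = inhibition above the mean of all tested compounds plus 3 SD, set per campaign, cut at about 14% in these data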;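 note: inhibitors block serine hydrolase probe labeling of LYPLA1 so polarization falls; 0% = enzyme with DMSO and 100% = wells lacking LYPLA1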
Target sequence (O75608 whole entry, looked up): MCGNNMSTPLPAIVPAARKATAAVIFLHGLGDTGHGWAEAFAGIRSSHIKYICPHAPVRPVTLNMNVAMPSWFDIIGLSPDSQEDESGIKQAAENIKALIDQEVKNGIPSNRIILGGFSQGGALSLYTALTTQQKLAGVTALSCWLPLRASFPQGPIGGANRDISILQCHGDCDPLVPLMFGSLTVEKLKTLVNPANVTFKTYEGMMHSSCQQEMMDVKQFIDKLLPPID
* hit, by the source's call; . = no result given. Not all compounds are listed, so the mix of outcomes need not match the whole.

mol	PAFAH1B3 FP inh	PAFAH1B2 inh	PAD4 inh	LYPLA2 inh	GSTO1 inh	PREPL inhibitor	PME-1 inh	pPAFAH inh	LYPLA1 counter
Cc1ccccc1C(=O)Nc1ccc(S(=O)(=O)Nc2onc(C)c2C)cc1	5	-4	0	-5	-4	-6	-4	0	-6
CCOC(=O)c1cccc(NC(=O)CNS(=O)(=O)c2cccs2)c1	5	0	-1	0	-1	-7	-1	-1	-1
COc1cc(OC)c(C2N(c3ccccn3)C(=O)C3CCCN32)cc1OC (configuration not stated)	1	2	-1	8	5	-7	3	8	6
CCN(CC)C(=O)c1cn(C)c(=O)c2cc(OC)c(OC)cc12	6	-2	-5	-7	0	-6	-1	3	0
O=C(CCl)N(c1ccc(Cl)cc1)c1c[nH]c2ccccc12	2	8	17*	-2	72*	3	-11	-1	-1
CCc1noc(C)c1C(=O)Nc1nnc(CC(C)C)s1	0	1	3	4	-9	2	1	-3	0
O=C(Cc1ccc(Cl)c(Cl)c1)Nc1cccnc1	3	0	-1	-2	2	2	6	4	-3
Cc1ccc2c(c1)[C@H]1[C@H](CO2)[C@H](c2ccccc2)[C@]2(C)C(=O)Nc3cc(F)ccc3C(=O)N12	-4	-8	-2	.	.	1	.	0	.
Cc1cc(C)c(S(=O)(=O)Nc2ccc(-c3cn4ccccc4n3)cc2)c(C)c1	12	2	4	-21	-1	-25	-7	9	-14
COc1ccc(-c2nc3c([nH]2)c(=O)n(C)c(=O)n3C)c(OC)c1	-2	-1	-1	3	-2	-1	-1	-2	-2
COC(=O)Nc1ccc(Cc2ccncc2)cc1	-2	0	2	6	8	-1	4	0	-1
Cc1ccc(S(=O)(=O)Oc2ccc(/C=C(/NC(=O)c3ccccc3)C(=O)Nc3ccccc3)cc2)cc1	-5	0	-2	-16	-6	-20	-9	-10	-4
COc1cccc(NS(=O)(=O)c2c(C)nc3sccn3c2=O)c1	-1	5	-1	-2	7	3	-1	7	-2
O=C(O)CC1S/C(=N/N=C/C2CC=CCC2)NC1=O (configuration not stated)	1	8	1	1	0	9	-2	-6	0
COc1cc(C2C3=C(Nc4nc(N)[nH]c(=O)c42)c2ccccc2C3=O)ccc1O (configuration not stated)	4	8	-3	-6	14	25	0	16	-6
NS(=O)(=O)c1ccc(NC(=O)c2ccc(S(=O)(=O)N3CCCCC3)cc2)cc1	7	-3	-1	.	.	12	.	-5	.
CN1CC(=O)N(CC(=O)Nc2ccc(N(C)C)cc2)c2ccccc2C1=O	6	2	3	3	10	6	0	0	4
COc1ccc(C2CC(c3ccccc3)=NN2C(=O)COC(=O)c2cccc(S(=O)(=O)N(C)C)c2)cc1 (configuration not stated)	-2	-1	-3	2	-4	2	-2	-3	-5
N#Cc1c(-c2ccco2)nc(SCC(=O)Nc2cccc(Cl)c2)[nH]c1=O	2	2	-1	-17	-21	1	-13	0	-11
O=C1N/C(=N\N=C\c2ccccn2)SC1Cc1cccc(SC(F)F)c1 (configuration not stated)	7	10	-1	-5	-8	22	2	8	0
CCN(CC)S(=O)(=O)c1ccc(N2CCOCC2)c(NC(=O)C2CC2)c1	6	1	-1	9	9	5	-2	4	2
COC(=O)c1oc2ccc(Br)cc2c1NC(C)=O	6	0	2	3	-2	-2	-2	4	1
COc1ccc(C(=O)NNc2ccccc2)cc1OC	3	4	0	5	20	10	1	5	-1
Cc1cc(C(=O)CSc2nnc(-c3ccccc3F)o2)c(C)n1Cc1cccs1	1	4	-2	-1	7	-8	2	2	-5
CCOc1ccccc1NC(=O)c1cc(Cl)ccc1NC(=O)c1ccco1	5	2	-1	-3	4	-7	-5	1	3
Cc1cc(C(=O)OCC(=O)c2ccccc2)c2ccccc2n1	2	10	0	20	4	-4	-3	3	-2
Nc1nc(CN2CCN(C(c3ccccc3)c3ccccc3)CC2)nc(Nc2ccccc2)n1	3	5	-4	2	-1	8	-4	-7	3
O=C(NCc1cccc(Cl)c1)c1cccc(OC2CCN(C(=O)C3CC3)CC2)c1	3	2	-3	0	4	17	1	7	-1
CCN1CCN(c2ncnc3scc(-c4ccc(OC)cc4)c23)CC1	5	5	0	2	-5	9	5	4	0
C=C1CSc2nc3ccccc3c(=O)n21	2	3	4	-3	2	-9	3	1	-2
CN(C)CCCn1c(=S)[nH]c2sc3c(c2c1=O)CCCC3	-1	-2	5	3	10	35	4	4	8
CCn1c(Cc2c(C)[nH]c3ccccc23)n[nH]c1=S	-2	2	6	-1	-1	-4	5	4	-1
CN(C)c1nc(N)nc(CSc2nnnn2-c2ccc(F)cc2)n1	4	0	-10	2	0	6	-6	1	1
COC(=O)c1ccc(Oc2nc(C)cc(Oc3ccccc3)n2)cc1	2	6	2	0	-1	3	-1	-1	-3
CCNC(=O)N1C(=O)C2(OCCO2)c2cc(Br)ccc21	6	-1	-2	2	7	5	4	-1	-2
C=CCNC(=O)CSc1nnc(-c2cccs2)o1	-5	-1	-2	4	-1	-9	1	3	2
C=CC[C@H](CC(=O)N(CCO)Cc1ccccc1)C(=O)N[C@H](COC(=O)[C@@H](CC=C)Cc1ccc(F)cc1)Cc1ccccc1	3	57*	8	.	.	1	.	4	.
CC1=CC(C)C(/C=N/n2cnnc2)C(C)C1 (configuration not stated)	10	-4	-3	4	3	-2	-3	4	2
CCc1cc(=O)oc2cc(C)cc(OCC(=O)NCCN3CCOCC3)c12	5	0	-4	-1	-1	9	10	1	-2
COCCN(C(=O)c1oc2ccccc2c1COC)c1c(N)n(CC(C)C)c(=O)[nH]c1=O	2	4	-5	3	.	3	8	-1	2
O=C(CNC(=O)OCc1ccccc1)NC1CCCCCCC1	-1	0	-2	8	-2	7	6	2	-3
CC(CN1CCOCC1)OC(=O)Cc1ccc(Cl)cc1 (configuration not stated)	5	9	-2	2	-6	10	-12	54*	-1
CC(NC(=O)c1ccccc1)C(=O)OCC(=O)c1c(N)n(C)c(=O)n(C)c1=O (configuration not stated)	4	2	-1	-1	.	7	0	-1	0
CC12CCC(C(=O)NNC(=O)c3ccc(F)cc3)(OC1=O)C2(C)C (configuration not stated)	7	6	-8	10	-2	15	6	1	3
Nc1cc(=O)[nH]c(=O)n1Cc1ccco1	7	7	4	7	-1	-4	6	3	3
Nc1cccc(C(=O)NCCNC(=O)c2cccc(N)c2)c1	-1	5	-2	-5	2	-6	-5	4	-1
Cc1cc(C)cc(NC(=O)CN2CCN(CCN=CC3=C(O)CC(c4ccc(Cl)cc4)CC3=O)CC2)c1 (configuration not stated)	5	1	-5	4	3	20	2	7	-3
COc1cc(NC(=O)CNc2cccc(S(=O)(=O)N3CCCC3)c2)cc(OC)c1	10	3	-13	-10	9	6	0	-2	-4
O=[N+]([O-])c1ccc2c(c1)nc1n2CCN(c2ccccc2)C1	1	-1	-3	-7	-4	21	2	7	-4
COc1cccc(CN2CCNC(=O)C2CC(=O)O)c1OC (configuration not stated)	3	6	-1	-1	4	-6	0	-4	-2

(more compounds)
mol	PAFAH1B3 FP inh	PAFAH1B2 inh	PAD4 inh	LYPLA2 inh	GSTO1 inh	PREPL inhibitor	PME-1 inh	pPAFAH inh	LYPLA1 counter
COc1cc(C(=O)Oc2ccc3ccc(O)cc3c2)cc(OC)c1OC	8	5	-1	1	0	7	1	14	0
Cc1ccc(OCc2cc(C(=O)NCc3cn4ccccc4n3)no2)cc1C	2	2	2	0	1	-23	-1	19	-1
COc1ccc(NC(=O)CN(C)C(=O)c2cccc(S(=O)(=O)Nc3ccc(OC)cc3)c2)cc1	1	-1	3	-5	21	-4	3	32*	-3
COc1ccc(S(=O)(=O)N2CCC(C(=O)NCc3ccco3)CC2)cc1	0	2	-1	5	21	12	3	3	-5
COC(=O)CSc1nnc(SCc2ccc(OC)cc2)s1	7	3	-7	4	1	5	5	-2	2
Cc1ccc2nc(-c3ccccc3)cn2c1	6	2	-1	-2	-3	-10	-2	-4	-1
O=C(CSc1nnnn1CCCO)Nc1ccc2c(c1)OCO2	0	2	-1	-4	3	10	-3	3	-1
COC(=O)/C(N=Nc1c(C)n(C)n(-c2ccccc2)c1=O)=C(\C)O	9	7	-2	2	6	2	2	3	1
C(=N\N=C\c1ccccc1)/c1ccccc1	5	1	-1	3	1	13	-3	1	1
CCOC(=O)NC1(Nc2ccc(C)cc2)Oc2ccccc2O1	11	7	-3	-5	82*	18	4	46*	-4
COC(=O)C1C(O)=CC(=O)CC1C (configuration not stated)	-3	2	0	8	2	5	-9	5	2
O=C(Oc1c(-c2ccccc2)oc2ccccc2c1=O)c1ccccc1	12	2	-6	-5	7	-3	-4	-1	-5
CC1CCN(C(=O)c2ccc(Br)c(S(=O)(=O)N3CCOCC3)c2)CC1	0	5	-1	1	6	1	-1	6	-2
CN(Cc1ccccc1)C(=O)c1ccc(NC(=O)Cc2cccc(NC(=O)C3CCN(C(=O)C4CCC4)CC3)c2)cc1	-6	-2	-3	5	.	-4	-3	-1	-6
CC(C)(CC(=O)O)Cc1nc(-c2ccc(Cl)cc2)no1	1	5	1	9	7	4	2	-1	0
COc1ccccc1N(CC(=O)Nc1c(C)n(C)n(-c2ccccc2)c1=O)S(=O)(=O)c1ccc(C)cc1	2	-1	-2	-4	5	-3	-1	-1	-1
Cc1ccccc1OCC(=O)NNC(=O)CN1C(=O)c2ccccc2C1=O	6	9	-5	0	1	-3	-1	0	-1
Cn1cccc1/C=N/N1CCN(Cc2ccccc2Cl)CC1	-6	1	-3	4	3	23	-3	4	0
Cc1ccc(S(=O)(=O)N2CCN(C(=O)[C@H](Cc3ccccc3)NC(=O)c3ccco3)CC2)cc1C	2	9	3	4	.	40	6	-2	-2
COc1ccccc1/C=C/C(=C1/C(=O)N(c2ccccc2)N=C1C)c1ccc(C)cc1	4	0	1	1	-9	5	0	3	0
CCCC(=O)Nc1nnc(C2CCCO2)s1 (configuration not stated)	-1	-3	2	1	3	7	-2	-1	0
Cc1cccc(C)c1NC(=O)c1ccc(-n2cncn2)nc1	12	-2	4	7	6	-3	2	3	-2
CC(Oc1cccc(F)c1)C(=O)Nc1ccc(N2CCOCC2)cc1 (configuration not stated)	5	-1	0	8	.	34	-3	-8	2
O=C(O)CCNS(=O)(=O)c1ccc(Oc2ccccc2Cl)cc1	-6	-4	4	4	3	-9	-8	-2	-1
Cc1cc(C)cc(NC(=S)N(Cc2cccc(Br)c2)CC2CCC(C(=O)O)CC2)c1 (configuration not stated)	8	7	-4	4	10	9	-4	1	-3
CCCCn1cnc2c1c(=O)n(C)c(=O)n2C	3	5	1	3	0	-2	-2	4	1
COc1ccccc1N(CC(=O)NCCC1=CCCCC1)S(=O)(=O)c1ccccc1	-2	10	1	-4	1	-7	3	8	0
N#Cc1ccc(NC(=O)COc2ccc(-n3cnnn3)cc2)cc1	3	1	-1	.	.	27	.	3	.
COc1ccc(/C=N/NC(=O)Cn2cnc3c2c(=O)n(C)c(=O)n3C)c(OC)c1OC	.	.	1	4	-4	0	-6	-7	-2
COc1ccc([N+](=O)[O-])cc1NC(=O)C(C)N(C)Cc1cccc(OC)c1OC (configuration not stated)	10	5	0	0	3	12	3	2	2
COc1ccc(-c2nc3cc(NC(=S)NC(=O)Cc4ccccc4)ccc3o2)cc1	-1	1	-1	4	2	-6	-6	-5	-4
O=C(O)C[C@H]1c2cc(C(F)(F)F)ccc2S(=O)(=O)N1C1CCCCC1	3	4	-6	1	0	0	3	-5	2
